Compound activity as filed in PubChem BioAssay.
AddAB inh = less growth of phage-infected E. coli with AddAB. E. coli expressing H. pylori AddAB, absorbance growth. inhibition, % at 11.9 µM. actives 0.29% (n = 330,000). AID 435030; in the data active = inhibition above about 12%;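 also: 0% = vehicle wells of infected cells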
E coli growth = reduces bacterial viability in AddAB counter-screen; E. coli V3065 growth, OD600 absorbance, 18 h; inhibition, % at 11.9 µM; actives 0.27% (n = 330,000);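 active = inhibition above the campaign's mean inhibition across all tested compounds plus 3 SD, cut at about 9.9% in these data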;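 also: uninfected addAB+ strain grown without phage in ampicillin broth; 0% = DMSO wells and 100% = ciprofloxacin 0.95 µg/ml wells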
HTR5A ag = activates human HTR5A in OPRM1-OPRD1 agonist counter-screen | P47898 | HTR5A agonist assay, luminescence, cell-based | activation, % at 9.3 µM | actives 0.61% (n = 340,000) | AID 504692; in the data active = activation mostly above about 9.5%, no sharp cut-off; inactive = mostly below about 7.6%;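 also: 0% = cells with vehicle only and 100% = reference agonist; strong numbers were not always called active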
Target sequence (P47898 whole entry, looked up): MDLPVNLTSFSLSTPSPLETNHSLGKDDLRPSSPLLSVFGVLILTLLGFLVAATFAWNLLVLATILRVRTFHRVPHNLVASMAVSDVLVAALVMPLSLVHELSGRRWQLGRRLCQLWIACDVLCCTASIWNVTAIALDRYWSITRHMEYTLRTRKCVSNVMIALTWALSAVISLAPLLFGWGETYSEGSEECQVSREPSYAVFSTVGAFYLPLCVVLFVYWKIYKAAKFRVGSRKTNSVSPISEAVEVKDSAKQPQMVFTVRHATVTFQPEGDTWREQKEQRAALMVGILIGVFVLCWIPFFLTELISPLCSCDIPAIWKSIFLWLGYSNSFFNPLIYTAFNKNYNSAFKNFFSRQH
Tat export inh = inhibitors of E. coli Tat protein transport; E. coli MC4100 TorA-mCherry Tat export, fluorescence; inhibition, % at 10 µM; actives 0.036% (n = 340,000); AID 488895;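 active = mean replicate inhibition at least 50% and at least half of replicates individually reaching 50%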;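 also: exported cargo escapes ClpAP degradation while cytoplasmic cargo is degraded and loses fluorescence; 0% = median of neutral control wells and 100% = median of NaSCN control wells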
HTR5A inv ctr = counter-screen for OPRM1-OPRD1 inverse agonists: human HTR5A inverse agonism; P47898; AID 504634; actives 0.083% (n = 340,000); HTR5A cell line, luminescence; inhibition, % at 9.3 µM; in the data active = inhibition mostly above about 23%, no sharp cut-off; inactive = mostly below about 18%;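 also: 0% = cells with DMSO and 100% = no-cell wells with DMSO; some compounds called inactive have numbers as strong as hits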
phage Ecoli inh = E. coli growth loss with phage present. growth absorbance. inhibition, % at 11.9 µM. actives 0.26% (n = 360,000). AID 651602; in the data active = inhibition above about 11%
SUMO Mot1 rescue = blocks SUMOylation pathway, rescuing yeast Mot1-301 growth | S. cerevisiae Mot1-301 growth rescue, ATP luminescence, 38.5C; percent above DMSO median, 100 means doubled | growth rescue, % at 18.8 µM | actives 1% (n = 320,000) | AID 2716;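 active = every valid replicate shows activation above 250% relative to neutral control wells; inactive = the rest, any valid replicate at or below 250%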;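 also: OY570 slx delta 5 strain wells were the positive control but not used for scaling; some compounds called inactive have numbers as strong as hits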
CDK5 p35 inh = inhibitors of human CDK5/p35 kinase; AID 488839; actives 0.01% (n = 330,000); Q00535+Q15078; inhibition, % at 10 µM; Recombinant CDK5/p35, ADP-Glo luminescence, 60 min;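 active = highest replicate inhibition of at least 50% and at least 75% of replicates reaching 50%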;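 also: plate controls were DMSO neutral control for no effect and GW8510 at 10 µM for full effect; many of its hits are not listed in these tables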
DAGLB inhibitor = blocks human DAGLB lipase activity; Q8NCG7; actives 0.059% (n = 340,000); HEK293T DAGLB membrane lysate, EnzChek fluorogenic substrate; AID 504411; inhibition, % at 5.17 µM; in the data active = inhibition above about 34%;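 also: 0% = enzyme with vehicle and 100% = wells lacking enzyme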
PKA-R1A act = activates the PKA-R1A holoenzyme complex; activation, % at 11.4 µM; P00514+P68181; PKA-R1A dissociation, Cy5-IP20 fluorescence polarization; scaled: DMSO 0%, 113 µM cGMP 100%; actives 0.083% (n = 340,000);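 active = percent activation above the mean of all tested compounds plus 3 SD, cut at about 19% in these data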;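 also: higher means more PKAc released from R1A so a rise in polarization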
PKA-R2B activ = activators of human PKA-R2B complex; PKA-R2B holoenzyme dissociation, Cy5-IP20 fluorescence polarization; R2B truncated from residue 108, S112A mutant; 0% DMSO only, 100% 113 µM cGMP; actives 0.079% (n = 340,000); P22694+P31323; activation, % at 11.4 µM;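 active = activation above a cutoff set at the mean over all compounds plus 3 SD, cut at about 18% in these data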;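 also: higher means more holoenzyme dissociation and a rise in polarization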
Target sequence (P31323 whole entry, looked up, other chains not shown, the tested form may be a part): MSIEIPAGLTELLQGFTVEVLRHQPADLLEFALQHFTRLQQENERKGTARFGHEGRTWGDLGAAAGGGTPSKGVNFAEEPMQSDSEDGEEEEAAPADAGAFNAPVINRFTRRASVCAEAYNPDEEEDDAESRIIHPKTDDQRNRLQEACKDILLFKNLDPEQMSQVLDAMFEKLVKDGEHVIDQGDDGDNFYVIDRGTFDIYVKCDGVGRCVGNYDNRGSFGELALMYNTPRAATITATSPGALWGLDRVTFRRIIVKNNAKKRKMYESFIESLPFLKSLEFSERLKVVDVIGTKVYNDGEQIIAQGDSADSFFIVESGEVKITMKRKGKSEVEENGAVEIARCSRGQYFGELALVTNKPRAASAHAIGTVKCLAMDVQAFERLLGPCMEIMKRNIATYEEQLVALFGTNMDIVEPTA
Numbers without * were called inactive; x = no result given. Rows were taken by chance; overall some 2.3% were active at least once.

entry	SMILES	AddAB inh	E coli growth	HTR5A ag	Tat export inh	HTR5A inv ctr	phage Ecoli inh	SUMO Mot1 rescue	CDK5 p35 inh	DAGLB inhibitor	PKA-R1A act	PKA-R2B activ
1	CCn1c(=O)c(C(=O)CN(C)CC(=O)Nc2cccc(F)c2)c(N)n(Cc2ccccc2)c1=O	-1.5	-3.1	4	2	8	-1.2	-5	-0.8	-5	-1	-15
2	Cc1[nH]c2ccccc2c1C(=O)C(=O)N1CCOCC1	2.1	2.8	4	4	-29	2.2	2	0.6	-2	-3	3
3	Cc1ccn(CC(=O)N2CCCC(C(=O)c3cccc4ccccc34)C2)n1 (stereo not drawn)	2.8	3.6	2	-10	-6	0.6	287	-7.5	-1	-1	0
4	O=C(N/N=C/c1ccc(O)c(O)c1)c1cccc(S(=O)(=O)N2CCCC2)c1	-0.3	-3.4	-1	-8	3	4.3	5	1.3	2	1	-2
5	CCOc1ccccc1NC(=O)c1ccc2c(c1)C(=O)N(CC1CCCO1)C2=O (stereo not drawn)	1.3	-0.1	-2	2	-15	1.7	-21	-1.7	-6	-14	-4
6	CC(C)Oc1ccc(C(CC(=O)O)NC(=O)C2CCCCC2)cc1 (stereo not drawn)	-1.4	-4.1	-2	-4	6	0.5	-14	-1.1	-1	2	3
7	Cc1ccc2[nH]c(=O)c(CN(CCCO)S(=O)(=O)c3c(C)ccc4nsnc34)cc2c1	1.8	0.9	-2	-5	-6	3.6	-8	3.5	-1	-12	-10
8	Cc1ccc(C(=O)N2CCN(c3ccc(N4CCOCC4)nn3)CC2)cc1	1.5	1.0	1	1	-2	3.5	x	0.7	2	-7	-5
9	COCCN(CCOC)Cc1c(O)ccc2c1O/C(=C\c1ccc(C)o1)C2=O	3.3	-1.5	2	4	-7	0.9	225	0.0	-13	5	-2
10	COCc1cc(C)nc(SCc2ccccc2)c1C#N	1.8	-0.8	2	6	-6	2.5	-14	-1.1	-9	1	-12
11	CC1CCN(C(=O)c2ccccc2NS(=O)(=O)c2ccccc2)CC1	-0.4	1.2	10	7	-17	-0.6	45	-2.5	1	-17	-10
12	CC1=NN(C(=O)c2ccc(Cn3nc(C)c([N+](=O)[O-])c3C)cc2)C(O)(C(F)(F)F)C1 (stereo not drawn)	0.2	-0.2	-2	-3	-37	2.4	-4	0.3	-2	-12	-4
13	Cn1c(SCC(=O)Nc2sc3c(c2C#N)CCC3)nnc1C1COc2ccccc2O1 (stereo not drawn)	0.0	-2.9	0	6	15	2.8	29	-2.9	3	-3	-3
14	Cc1cc(CNC(=O)COc2c(F)c(F)cc(F)c2F)c2ccccc2n1	1.8	-0.1	-2	2	4	4.2	-6	1.0	-1	5	15
15	CCc1cc2ccc(OC)cc2nc1SCC(=O)N1CCN(C(=O)c2ccco2)CC1	0.7	-1.6	5	14	-14	-0.8	-9	0.1	-1	0	0

entry	SMILES	AddAB inh	E coli growth	HTR5A ag	Tat export inh	HTR5A inv ctr	phage Ecoli inh	SUMO Mot1 rescue	CDK5 p35 inh	DAGLB inhibitor	PKA-R1A act	PKA-R2B activ
16	N#C/C(=C\C1=C(N2CCOCC2)C(=C/c2cccc([N+](=O)[O-])c2)/CC1)C(=O)Nc1ccccc1F	-1.1	0.2	3	-10	-6	4.6	-11	3.4	5	1	-6
17	COc1ccc(CNS(=O)(=O)c2ccc(-n3cccn3)cc2)cc1	2.3	0.9	1	-1	-3	3.9	-20	0.1	0	-2	9
18	COc1ccccc1-c1ccc(=O)n(CC(=O)NCc2ccc3c(c2)OCO3)n1	3.8	-0.5	-3	-1	-28	2.0	-7	3.1	1	3	-7
19	Cc1nn(-c2ccccc2)c2[nH]c(=O)c(CNc3ccc4c(c3)OCCO4)cc12	-2.1	-0.8	4	3	-13	0.6	x	-3.9	6	-12	2
20	COc1cccc(N2CC(=O)N(NC(=O)c3sc4nc(C)cc(C)c4c3N)CC2=O)c1	-0.5	0.6	0	0	-40	3.2	0	0.3	0	6	-2
21	O=C(NC(=S)N1CCCCCC1)c1ccccc1	x	x	-4	-4	11	-1.3	4	0.1	3	-4	7
22	Nc1[nH]nc2nc(N3CCCC3)nc(-c3ccccc3)c12	0.2	-2.7	10	-3	20	1.3	-13	0.7	2	3	7
23	O=C(NNC(=O)C1CC2CCC1C2)c1ccccc1 (stereo not drawn)	1.0	-2.0	5	-7	-19	4.0	10	0.7	0	13	11
24	Cc1ccc(S(=O)(=O)NCCC(=O)NCc2ccc(Cl)cc2)cc1C	-0.6	-1.1	-1	4	2	1.9	4	0.5	-3	-2	-3
25	CC(=O)Nc1ccc(S(=O)(=O)N(C)c2ccc(OCCOc3ccccc3F)cc2)cc1	-1.0	-0.7	3	-3	-8	1.6	4	-8.9	-3	-11	0
26	C/C(=N/NC(=S)Nc1cccc(C)c1)c1cccc([N+](=O)[O-])c1	-2.1	-3.0	-2	5	8	2.6	-3	0.2	-11	-7	-16
27	O=C(CCN1C(=O)C2C3C=CC(C3)C2C1=O)N1CCN(c2ccccn2)CC1 (stereo not drawn)	-0.7	1.5	-4	3	5	2.0	23	0.8	0	9	11
28	CC1CCC(NC(=O)C2COc3ccccc3O2)CC1 (stereo not drawn)	0.3	-0.4	2	1	-15	1.6	-7	-0.3	-4	-1	-1
29	O=C(Cn1sc2ccccc2c1=O)N1CCN(C(=O)c2ccco2)CC1	-1.9	-1.9	-3	9	19	-0.2	2	-1.3	-1	-8	-3
30	COc1ccc(Cc2nnc(SCC(=O)NC3CCCC3)o2)cc1	0.8	0.7	-6	2	-16	0.0	-2	-0.9	0	-4	-2

entry	SMILES	AddAB inh	E coli growth	HTR5A ag	Tat export inh	HTR5A inv ctr	phage Ecoli inh	SUMO Mot1 rescue	CDK5 p35 inh	DAGLB inhibitor	PKA-R1A act	PKA-R2B activ
31	Cc1nn(-c2nc3ccccc3s2)c(N)c1Sc1ccc(F)cc1	1.2	0.8	-3	-2	-17	1.2	15	0.3	-6	-7	-7
32	COc1cc(-c2ccccc2)nc2ccccc12	2.9	2.4	-2	-7	6	1.9	46	-0.2	-2	-10	1
33	O=C(N/N=C/c1cccc([N+](=O)[O-])c1)c1nc2ccccc2c(=O)[nH]1	-1.6	0.7	7	6	1	2.1	0	-1.6	-1	-11	-7
34	COc1ccc(CNc2ncnc3sccc23)cc1OC	2.9	-0.9	1	-4	-1	1.8	57	-1.2	2	7	5
35	COc1ccc(CCNC(=S)NNC(=O)c2c(Br)c(C)nn2C)cc1OC	x	x	-4	6	0	2.2	-13	-0.2	1	-4	1
36	Cc1cc(S(=O)(=O)N2CCCOC2CNC(=O)C(=O)NCc2ccco2)ccc1F (stereo not drawn)	3.6	3.0	-1	-18	3	2.7	7	-0.3	1	3	-5
37	O=C(COC(=O)C1CCC1)Nc1cccc(S(=O)(=O)N2CCOCC2)c1	-1.5	-0.7	-3	2	9	-0.4	11	0.1	1	-16	-11
38	Cc1c(/C=N/NC(=O)c2cc(=O)[nH]c(=O)[nH]2)c2ccccn2c1C(=O)c1ccccc1	1.3	0.5	1	-5	-2	1.3	-2	1.0	2	1	2
39	CC1CC(C)CN(C(=O)Nc2ccccc2F)C1 (stereo not drawn)	1.8	-1.2	-5	-5	4	-0.1	192	-0.7	-1	-6	-10
40	CCOC(=O)N1CCC(N2CCN(S(=O)(=O)c3ccc(OC)cc3)CC2)CC1	3.4	-1.7	-1	24	4	-1.1	0	-1.7	2	7	-4
41	CC1(C)Cc2c(sc(NC(=O)Nc3ccccc3)c2C(N)=O)CO1	-0.5	2.0	-1	2	2	1.5	6	1.2	2	6	-11
42	CCCN(CCO)Cc1ccc(Br)cc1	2.8	1.2	5	-7	-16	0.1	-16	-0.3	-2	7	2
43	C=CCNc1cnn(-c2ccc(C)cc2)c(=O)c1Cl	3.2	0.2	6	2	-4	2.4	-1	1.4	-3	5	-9
44	CC1(C)CC(=O)C2=C(C1)OC(N)=C(C#N)C2c1ccoc1 (stereo not drawn)	0.5	2.1	2	-4	-10	3.7	19	1.1	1	-4	-1
45	CC(=O)c1ccc(NC(=O)COC(=O)CCN2C(=O)c3cccc([N+](=O)[O-])c3C2=O)cc1	-1.4	-1.4	5	3	-1	2.9	-1	-0.4	1	8	-2

entry	SMILES	AddAB inh	E coli growth	HTR5A ag	Tat export inh	HTR5A inv ctr	phage Ecoli inh	SUMO Mot1 rescue	CDK5 p35 inh	DAGLB inhibitor	PKA-R1A act	PKA-R2B activ
46	COc1ccc(C2=C(C=O)Cc3ccccc3O2)cc1	0.2	1.3	2	2	-32	1.9	340	0.7	-6	7	-18
47	CCOC(=O)CN1C(=O)C(CC)Oc2ccccc21 (stereo not drawn)	0.8	1.6	-1	-1	6	3.3	0	-1.7	-1	2	-2
48	CCC(=O)Nc1cccc(C2=NN(c3ccccc3)C(c3ccc(OC)cc3)C2)c1 (stereo not drawn)	-1.2	-1.7	3	2	-10	3.1	-7	-2.7	0	0	-13
49	Cc1cccc(C(C)C)c1NC(=O)COC(=O)CCN1C(=O)C2CC=CCC2C1=O (stereo not drawn)	1.6	0.2	5	-5	-5	2.9	18	2.4	0	-5	-8
50	COC(=O)c1ccc(C2NCCc3cc(OC)c(OC)cc32)cc1 (stereo not drawn)	0.5	0.3	5	2	-20	0.4	-1	-0.8	-3	-7	5
51	CCn1c(=S)[nH]c2sc3c(c2c1=O)CCCCC3	-2.3	-4.2	-2	3	7	2.6	6	1.6	2	-8	-11
52	COC(=O)c1cccc(NC(=O)NC(=O)c2ccc(Cl)cc2)c1	2.4	0.2	x	-10	x	1.1	3	1.0	x	x	x
53	O=C(NCCCN1CCCC1=O)Nc1ccc(Br)cc1Cl	-3.6	-1.3	-2	1	6	-1.0	180	-0.3	3	3	-7
54	Cc1ccc(Cl)cc1N1CCN(C(=O)Cc2c(C(=O)O)[nH]c3ccc(Cl)cc23)CC1	2.7	-0.3	-1	-5	2	4.1	-22	-4.2	5	6	7
55	COc1ccc(NC(=O)C2=CC(c3ccco3)=NS(=O)(=O)N2C)cc1OC	4.8	2.6	0	0	1	1.8	-8	1.5	4	5	0

Some of these compounds in order of molecular weight, falling:
entry	SMILES	AddAB inh	E coli growth	HTR5A ag	Tat export inh	HTR5A inv ctr	phage Ecoli inh	SUMO Mot1 rescue	CDK5 p35 inh	DAGLB inhibitor	PKA-R1A act	PKA-R2B activ
49	Cc1cccc(C(C)C)c1NC(=O)COC(=O)CCN1C(=O)C2CC=CCC2C1=O (stereo not drawn)	1.6	0.2	5	-5	-5	2.9	18	2.4	0	-5	-8
48	CCC(=O)Nc1cccc(C2=NN(c3ccccc3)C(c3ccc(OC)cc3)C2)c1 (stereo not drawn)	-1.2	-1.7	3	2	-10	3.1	-7	-2.7	0	0	-13
55	COc1ccc(NC(=O)C2=CC(c3ccco3)=NS(=O)(=O)N2C)cc1OC	4.8	2.6	0	0	1	1.8	-8	1.5	4	5	0
52	COC(=O)c1cccc(NC(=O)NC(=O)c2ccc(Cl)cc2)c1	2.4	0.2	x	-10	x	1.1	3	1.0	x	x	x
50	COC(=O)c1ccc(C2NCCc3cc(OC)c(OC)cc32)cc1 (stereo not drawn)	0.5	0.3	5	2	-20	0.4	-1	-0.8	-3	-7	5
46	COc1ccc(C2=C(C=O)Cc3ccccc3O2)cc1	0.2	1.3	2	2	-32	1.9	340	0.7	-6	7	-18
